ERp5 inh = ERp5 (human) disulfide isomerase inhibition. Q15084. inhibition, % at 9.99 µM. actives 0.05% (n = 350,000). ERp5 insulin aggregation, absorbance 650 nm, 90 min. AID 651711;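 active = mean replicate inhibition above about 25%, with every replicate also reaching it, limit read from the data, passing the limit was not always enough; inconclusive = only one of those two criteria met; inactive = neither criterion met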
Target sequence (Q15084 whole entry, looked up): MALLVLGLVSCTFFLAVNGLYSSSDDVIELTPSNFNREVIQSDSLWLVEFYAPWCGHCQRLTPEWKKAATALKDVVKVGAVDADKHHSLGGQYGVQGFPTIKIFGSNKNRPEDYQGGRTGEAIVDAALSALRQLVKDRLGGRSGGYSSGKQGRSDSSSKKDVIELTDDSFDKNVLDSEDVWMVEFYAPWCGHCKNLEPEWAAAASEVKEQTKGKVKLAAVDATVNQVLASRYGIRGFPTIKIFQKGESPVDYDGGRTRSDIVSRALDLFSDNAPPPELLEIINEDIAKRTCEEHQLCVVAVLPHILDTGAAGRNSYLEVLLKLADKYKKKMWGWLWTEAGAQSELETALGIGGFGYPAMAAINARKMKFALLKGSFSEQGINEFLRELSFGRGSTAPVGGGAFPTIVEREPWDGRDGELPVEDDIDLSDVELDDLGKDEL
DENV2 CPE rescue = protects cells from dengue virus 2 cytopathic effect; DENV2-infected cells, cytopathic effect rescue, plate reader; CPE inhibition, % at 9.99 µM; actives 1.7% (n = 350,000); AID 651640; in the data active = CPE inhibition above about 20%, passing the limit was not always enough; inconclusive = no clear call, values can overlap the other calls; tested in BHK-21 cells;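 also: 0% = median of neutral control wells and 100% = median of positive control wells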
EWS-Fli block = blocks EWS/Fli oncoprotein-driven transcription | A673 NR0B1-luciferase reporter, viability-normalised | inhibition, % at 12.6 µM | actives 0.67% (n = 350,000) | AID 651661;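 active = mean inhibition of at least 50% after viability correction, with every replicate also passing that limit; inconclusive = mean reaches 50% but only one of two replicates passes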;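 also: firefly luciferase signal divided by Alamar Blue viability fluorescence both relative to DMSO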
Xi reactivation = X-chromosome reactivation activator | XiGFP mouse fibroblasts, % GFP-positive cells imaging, 3 d; cells co-treated with 5-aza-dC sensitizer; scaled so ellipticine positive control = 100% | activation, % at 7.58 µM | actives 0.055% (n = 360,000) | AID 743238;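 active = mean normalized replicate activation at least 10% and every replicate at or above 10%; inconclusive = only one of the two criteria met; inactive = mean below 10% and not all replicates reach 10%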;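 also: 0% = median of on-plate neutral control wells and 100% = ellipticine 6 µM median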
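Assay system – SV40-immortalized XiGFP fibroblast cells, line 68-5-11 · Buffer or medium – DMEM supplemented with 5-aza-dC as sensitizing agent · Dosing – one concentration, pinned · Benchmarks – positive control ellipticine, 6 µM final · Times – 3 days compound exposure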
GSIS activator = primary screen for activators of insulin secretion dependent on glucose, INS-1E cells, GLuc reporter luminescence | INS-1E GLuc reporter insulin secretion, 2-3 h | activation, % at 16.6 µM | actives 0.61% (n = 370,000) | AID 743287;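 active = lowest replicate activation of at least 40%, so every replicate reaches that level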;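 also: 0% = median of neutral control wells and 100% = median of IBMX positive control wells; some compounds called inactive have numbers as strong as hits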
F508del corr = CFTR F508del correction in bronchial cells | CFBE cells, YFP halide quenching; stimulated with forskolin plus potentiator P3; % fluorescence drop versus neutral controls | activity (quench increase), % at 7.58 µM | actives 0.36% (n = 350,000);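 active = mean added fluorescence quench of at least 8% versus neutral control, with both replicates also reaching 8%; inconclusive = only one of the mean or replicate conditions met; inactive = mean below 8% and not both replicates reaching 8%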;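 also: cells transiently co-express mutant CFTR-F508del with the halide-sensitive YFP; corrector assay measuring rescue of mutant channel to the surface after 24 h compound exposure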
ARNT-TACC3 inh = disrupts binding between human ARNT and TACC3 | AlphaScreen His-ARNT PAS-B/GST-TACC3 binding, luminescence; TACC3 fragment carries E629A point mutation | inhibition, % at 9.99 µM | actives 0.66% (n = 390,000);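 active = mean inhibition of replicates at least 50% and at least half of replicates each reaching 50%; inconclusive = half or more replicates reach 50% but mean below 50%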;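 also: 0% = complete ARNT plus TACC3 wells and 100% = ARNT alone without TACC3; many hits fall short of the cut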
PAX8 inh HTS = PAX8 transcriptional activity inhibition; RMG-I TPO-luciferase reporter, SteadyGlo, 24 h; inhibition, % at 12.6 µM; actives 1.2% (n = 360,000); AID 652154;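 active = mean replicate inhibition at least 60% with every replicate also reaching 60%; inconclusive = only one of the two criteria is met; inactive = mean below 60% and not all replicates reaching 60%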;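 also: luciferase light reporting Pax8 driven TPO promoter activity; plate controls were median of neutral control wells for no effect and mitoxantrone controls for full effect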
* hit, by the source's call; u = inconclusive; x = not tested or not shown.

1) COc1ccc(N2CC(C(=O)OC(C)C(=O)c3ccccc3)CC2=O)cc1 (stereo not drawn)
2) CCCNC(=O)C[C@@H]1C[C@H]2c3cc(NC(=O)COC)ccc3O[C@H]2[C@@H](CO)O1
3) CCn1c(COc2cccc(C)c2)nnc1SCC(=O)NC1CCCC1
4) C[C@H]1CC[C@]2(O[C@@H](CCO)C[C@H](O)[C@H]2O)O1
5) O=C(c1ccccc1)N1N=C(c2ccccc2)CC1c1ccccc1[N+](=O)[O-] (stereo not drawn)
6) C[C@H]1CCCCO[C@H](CN(C)C(=O)c2ccccc2)[C@@H](C)CN([C@@H](C)CO)C(=O)c2cc(NC(=O)Nc3ccc(C(F)(F)F)cc3)ccc2O1
7) O=C(COC(=O)c1cccc(S(=O)(=O)N2CCCCC2)c1)NCc1cccc(Cl)c1
8) COCCSc1ccccc1C(=O)N1CCN(c2ccccc2)CC1
Assay by compound	1	2	3	4	5	6	7	8
ERp5 inh	2	2	1	1	x	5	-6	-3
DENV2 CPE rescue	x	-2	5	1	x	-16	3	-7
EWS-Fli block	-14	-3	2	-17	x	9	8	-43
Xi reactivation	0.0	0.1	0.5	0.0	0.3	0.2	0.0	0.1
GSIS activator	3	21	9	0	23	-2	-12	-3
F508del corr	-2.2	-1.5	0.9	-2.6	x	5.8	-1.9	-1.3
ARNT-TACC3 inh	-4	0	4	4	0	-18	x	-1
PAX8 inh HTS	5	6	-5	-16	0	86*	2	23

9) COc1cc(C(=O)NCC(c2ccc(F)cc2)N2CCOCC2)ccc1OCc1ccccc1Cl (stereo not drawn)
10) O=C(NC1CCCCC1)OC1CC2CC1[C@H]1CCCCN1C2=O (stereo partly drawn)
11) C/C(=N\O)c1ccc2c(c1)CC(C)O2 (stereo not drawn)
12) CC(=O)NNc1cc(C)nc(NS(=O)(=O)c2ccc(C)cc2)n1
13) CCOc1ccc2nc(N3C(=O)C(O)=C(C(=O)c4ccco4)C3c3ccco3)sc2c1 (stereo not drawn)
14) CC(C)OCCCNC(=O)[C@H]1N2C(=O)c3ccccc3C2SC1(C)C (stereo partly drawn)
15) O=C(CC1SC(=O)N(Cc2ccccc2)C1=O)Nc1nccs1 (stereo not drawn)
16) O=C(NNC(=S)Nc1ccccc1Cl)c1ccccc1Br
Assay by compound	9	10	11	12	13	14	15	16
ERp5 inh	1	-1	-1	5	4	1	14	-2
DENV2 CPE rescue	13	-4	-4	0	u	3	-5	10
EWS-Fli block	1	1	-17	13	-44	4	-11	x
Xi reactivation	0.1	-0.1	0.3	0.2	0.3	0.4	0.0	0.0
GSIS activator	-13	x	1	16	-9	6	4	-33
F508del corr	1.7	-0.8	1.5	2.6	-2.2	-1.9	1.3	-1.9
ARNT-TACC3 inh	3	x	-3	-2	x	-9	x	23
PAX8 inh HTS	-19	-9	-28	-10	-65	5	-9	-178

Reformatted tab-delimited: 2 of the compounds above
nr	Structure	ERp5 inh	DENV2 CPE rescue	EWS-Fli block	Xi reactivation	GSIS activator	F508del corr	ARNT-TACC3 inh	PAX8 inh HTS
16	O=C(NNC(=S)Nc1ccccc1Cl)c1ccccc1Br	-2	10	x	0.0	-33	-1.9	23	-178
11	C/C(=N\O)c1ccc2c(c1)CC(C)O2 (stereo not drawn)	-1	-4	-17	0.3	1	1.5	-3	-28

Remaining list, next part:
17) COc1ccc(/C(C)=N/NC(=O)CNC(=O)c2cccnc2)cc1
18) CCOc1ccccc1-n1nnnc1SCC(=O)NC(=O)Cc1ccccc1
19) CC1CN(Cc2ccccc2)c2nc3c(c(=O)n(CC(N)=O)c(=O)n3C)n2C1 (stereo not drawn)
20) CCOc1ccc(C(=O)N2CCc3ccccc32)cc1OCC
21) O=c1cc(CSc2ccccc2)nc(-c2ccncc2)[nH]1
22) COc1ccc(C(CNC(=O)c2cccc3cccnc23)N(C)C)cc1 (stereo not drawn)
23) Cc1ccc(-n2nnnc2SCC(=O)NCC2CCCO2)cc1C (stereo not drawn)
24) COc1ccccc1-c1cn(CC[C@@H]2CC[C@H](NC(=O)c3ccccc3F)[C@@H](CO)O2)nn1
Assay by compound	17	18	19	20	21	22	23	24
ERp5 inh	4	4	-2	1	3	0	-8	-2
DENV2 CPE rescue	-2	6	-3	-5	-1	46*	15	7
EWS-Fli block	1	-1	7	15	2	-5	-4	11
Xi reactivation	0.2	0.0	0.0	0.3	0.0	-0.1	-0.1	2.1
GSIS activator	-5	9	-7	-2	0	9	7	0
F508del corr	-0.9	-2.2	-0.4	0.4	-3.1	-1.2	-6.7	-0.8
ARNT-TACC3 inh	-4	-4	35	-4	4	3	-5	0
PAX8 inh HTS	-5	-1	0	18	-11	-8	8	24

25) O=C(CN1CCCCC1)Nc1nc(-c2ccc(Cl)cc2)cs1
26) CNC(=O)C[C@@H]1CC[C@H]2[C@H](COc3ccc(NC(=O)NC4CCCC4)cc3C(=O)N2C)O1
27) Cc1nc2ccc(S(=O)(=O)NC(C(=O)NCc3ccc4c(c3)OCO4)C(C)C)cc2s1 (stereo not drawn)
28) O=c1ccn([C@@H]2O[C@H](CNCC3=Cc4cc(O)ccc4OC3)[C@@H](O)[C@H]2O)c(=O)[nH]1
29) O=C(NCCc1ccc(F)cc1)c1ccc(NS(=O)(=O)c2ccc3[nH]c(=O)[nH]c3c2)cc1
30) O=C(c1ccccc1)N1[C@H](CO)[C@H](c2ccccc2)C12CN(CCC(F)(F)F)C2
31) CC(C)(C)c1ccc(C(=O)N2CCN(CCNC(=O)C(=O)NCc3ccccc3)CC2)cc1
32) CNC(=O)C[C@@H]1CC[C@@H]2[C@H](COc3ccc(NC(=O)Nc4c(C)noc4C)cc3C(=O)N2C)O1
Assay by compound	25	26	27	28	29	30	31	32
ERp5 inh	-1	2	5	3	-3	0	5	x
DENV2 CPE rescue	-5	-10	17	8	0	20*	19	-3
EWS-Fli block	-22	-4	-13	-10	2	5	-12	-6
Xi reactivation	0.0	0.2	0.1	1.3	5.4	-0.1	-0.3	0.3
GSIS activator	23	-2	-8	15	12	-15	x	9
F508del corr	-0.8	0.4	-0.2	-3.5	-1.1	-1.1	x	0.1
ARNT-TACC3 inh	-2	-14	6	-7	0	x	-23	-6
PAX8 inh HTS	-60	-23	5	-6	1	10	22	-20

33) COc1ccc(CCNC(=O)COC(=O)/C=C/c2cccs2)cc1OC
34) CCC(C)[C@H](NC(=O)NC(C)C)C(=O)O (stereo partly drawn)
35) CCN(CC)CCOC(=O)c1ccc([N+](=O)[O-])cc1
36) COc1ccccc1NC(=O)N1CCCCN2[C@@H](CO)[C@H](c3ccc(-c4ccccc4)cc3)[C@@H]2C1
37) COC(=O)c1ccc(S(=O)(=O)NCc2ccc(S(N)(=O)=O)cc2)n1C
38) C/C(=N/NC(=O)CSc1nc2ccccc2n1C)c1ccc(O)cc1
39) COCC(=O)Nc1ccc2c(c1)[C@@H]1C[C@@H](CC(=O)NCc3ccc4c(c3)OCO4)O[C@H](CO)[C@@H]1O2
40) CN(C(=O)c1cccc(NC(=O)Cc2cccc(NC(=O)C3CCCN(C(=O)C4CC4)C3)c2)c1)C1CC1 (stereo not drawn)
Assay by compound	33	34	35	36	37	38	39	40
ERp5 inh	6	x	-1	-1	2	-7	2	15
DENV2 CPE rescue	x	x	4	4	0	0	-1	-3
EWS-Fli block	5	x	-3	-9	0	-14	4	-1
Xi reactivation	0.0	0.4	-0.1	x	0.2	0.0	0.1	x
GSIS activator	24	5	6	x	5	5	9	3
F508del corr	-5.3	x	-2.8	-2.4	-2.0	0.8	0.6	-0.5
ARNT-TACC3 inh	-2	-1	-8	21	-2	-1	4	1
PAX8 inh HTS	6	-5	9	-20	11	9	-15	1

41) COC(=O)CC1=NN(c2nc(C)cc(C)n2)C(=O)C1
42) Cc1noc(C)c1S(=O)(=O)Nc1ccc2c(c1)C(=O)N([C@@H](C)CO)C[C@@H](C)[C@H](CN(C)C)OCCCC[C@H](C)O2
43) CC(C)C(=O)Nc1ccc(Cl)cc1-c1nc2ccccc2[nH]c1=O
44) Cc1c(C(=O)Nc2c(C)n(C)n(-c3ccccc3)c2=O)oc2ccc(Cl)cc12
45) Cc1ccc(NC(=O)COC(=O)C2=NN(c3ccccc3)C(=O)CC2)c(Br)c1
46) Cc1cc(NC(=O)C(=O)c2cn(C)c3ccccc23)no1
47) COc1ccc(NC(=O)N(C)C[C@@H]2Oc3ncc(-c4cccnc4)cc3C(=O)N([C@H](C)CO)C[C@H]2C)cc1
48) C[C@@H]1CN([C@@H](C)CO)C(=O)Cc2cc(NS(C)(=O)=O)ccc2O[C@H]1CN(C)CC1CCCCC1
Assay by compound	41	42	43	44	45	46	47	48
ERp5 inh	1	1	-3	2	5	-6	0	-2
DENV2 CPE rescue	0	-10	-3	-9	-2	4	1	3
EWS-Fli block	11	-10	13	x	-5	-4	-19	-6
Xi reactivation	0.0	0.3	0.1	-0.1	0.0	0.0	0.4	-1.1
GSIS activator	-2	14	-10	-22	-1	13	12	9
F508del corr	-2.3	2.5	2.9	-4.4	-2.1	2.4	1.3	-2.5
ARNT-TACC3 inh	14*	-3	-6	-5	x	-5	3	0
PAX8 inh HTS	4	7	19	8	-9	3	5	-9

The final four compounds of the section before lead into the next:
45) Cc1ccc(NC(=O)COC(=O)C2=NN(c3ccccc3)C(=O)CC2)c(Br)c1
46) Cc1cc(NC(=O)C(=O)c2cn(C)c3ccccc23)no1
47) COc1ccc(NC(=O)N(C)C[C@@H]2Oc3ncc(-c4cccnc4)cc3C(=O)N([C@H](C)CO)C[C@H]2C)cc1
48) C[C@@H]1CN([C@@H](C)CO)C(=O)Cc2cc(NS(C)(=O)=O)ccc2O[C@H]1CN(C)CC1CCCCC1
49) O=C(CSc1nnc(-c2ccccc2F)o1)N1CCNC1=O
50) CSc1sc(C(=O)N2CCCCC2)c(-c2cccs2)c1C#N
51) CNC[C@@H]1OCCCC[C@@H](C)Oc2ccc(N)cc2C(=O)N([C@H](C)CO)C[C@H]1C
52) C[C@@H]1CCCCO[C@H](CN(C)S(C)(=O)=O)[C@@H](C)CN([C@H](C)CO)C(=O)c2cc(NC(=O)Cc3ccccc3)ccc2O1
53) COc1ccc(OC)c(/C=C2\SC(=S)N(NS(=O)(=O)c3ccccc3)C2=O)c1
54) CC12C(=O)N(c3ccc(OC(=O)c4ccco4)cc3)C(=O)C1C1c3ccccc3C2c2ccccc21 (stereo not drawn)
Assay by compound	45	46	47	48	49	50	51	52	53	54
ERp5 inh	5	-6	0	-2	7	-2	0	1	0	x
DENV2 CPE rescue	-2	4	1	3	1	1	-6	-8	-5	x
EWS-Fli block	-5	-4	-19	-6	-54	2	-1	-9	19	x
Xi reactivation	0.0	0.0	0.4	-1.1	0.0	0.0	0.3	-0.3	0.0	0.3
GSIS activator	-1	13	12	9	8	x	-1	4	-9	-17
F508del corr	-2.1	2.4	1.3	-2.5	4.3	-2.7	-1.6	-1.4	-0.1	x
ARNT-TACC3 inh	x	-5	3	0	x	-1	1	4	x	-6
PAX8 inh HTS	-9	3	5	-9	-119	2	-14	3	6	-4
